Mito fusion yeast: mitochondrial division inhibition or fusion activation; Potency, µM (highest dose often 46.1 µM), without a hit: at the top dose growth rescue (activation), hits mostly activators; AID 485298; S. cerevisiae fusion-defective mutant growth rescue, CellTiterGlo 48 h; 0.23% of 320,000 active;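 also: potency is read from the fitted curve at half-maximal effect; % of control where 0% means no effect; nearly all actives have a fitted effect of over 45% in size; temperature-sensitive fusion mutants such as fzo1-1 at 37 °C on non-fermentable ethanol glycerol medium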
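Read-out: ATP-based luminescence (CellTiterGlo, 10 min ambient) reporting growth of fusion-defective ts yeast after 48 hours at 37C on glycerol/ethanol YPEG medium in the presence of compound.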
ELG1 repair inh: blocks ELG1-dependent DNA repair in HEK293T cells | HEK293T ELG1-luciferase reporter, luminescence, 16 h; DNA damage induced by 5-fluorouridine | 2.3% of 330,000 active | Potency, µM (doses to about 46.1 µM), inactives show top-dose activity change, negative = inhibition, hits mostly inhibitors; also: potency is read from the fitted curve at half-maximal effect; % is scaled to controls: 0 for no effect and ±100 for the full control effect; nearly all actives have a fitted effect of over 55% in size
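Reporter activity after DNA damage by 5-fluorouridine is monitored. Compound-treated cells incubate 16 hr at 37 °C, then ONE-Glo is added for 30 min before luminescence reading.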
Eya2 phos inh: inhibitors of human Eya2 phosphatase activity; O00167; recombinant Eya2, OMFP fluorescence dephosphorylation (OMFP is methylfluorescein phosphate); Potency, µM (highest dose often 76.9 µM), inactives show at the top dose activity, negative = inhibition, actives largely listed as inhibitors; 0.006% of 330,000 active; AID 488837; also: potency is read from the fitted curve at half-maximal effect; % is scaled to controls: 0 for no effect and ±100 for the full control effect
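Eya2 protein (added as 0.2 uM solution) was preincubated with compound for 10 min at ambient temperature in 50 mM HEPES pH 7.5, 50 mM NaCl, 5 uM MgCl2, 0.05% BSA, 1 mM DTT. OMFP (added at 50 uM) then reacted 10 min; fluorescence read at 485/525 nm.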
Chronic BCR inh: blocks chronic active B-cell receptor signaling | 0.05% of 340,000 active | ABC-DLBCL IkBa-CBG/CBR reporter, luminescence ratio, 4 h | AID 493014 | Potency, µM (highest dose often 46.1 µM), for the others: top-dose ratio change, negative = lower green/red ratio, most hits filed as inhibitors; active = well fitted inhibition curve with a large enough effect in the signal ratio, with a control signal flat, not every such curve was filed as active; inconclusive = small, poorly fitted or top-dose-only effect, or effect the other way, or a change in a side signal; the % refers to the signal ratio;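 also: potency is read from the fitted curve at half-maximal effect; plate controls were basal doxycycline-induced cells for no effect and cells given 10 µM MG132 for full effect; MG132 reads +100%, hits lower the ratio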
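Concentration-response series (up to 46 uM) were applied to TMD8 dual-reporter cells for 4 h at 37C with doxycycline. Green/red ratio, after filter-overlap correction, defined %Activity; red signal alone was normalised to basal cells and zero luminescence.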
AT treatment: candidate therapy for ataxia-telangiectasia; Potency, µM (series often up to 57.5 µM), without a hit: top-dose activation, actives largely listed as activators; 0.19% of 320,000 active; AID 485349; […] A-T fibroblasts, KAP-1 phosphorylation AlphaLISA; neocarzinostatin DNA damage 30 min before lysis; also: potency is read from the fitted curve at half-maximal effect; % of control where 0% means no effect; nearly all actives have a fitted effect of over 45% in size
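hTERT-immortalized A-T patient fibroblasts ([…]), 500 cells/well in OPTI-MEM, 1% FBS, got compounds for 60 min, then NCS for 30 min at 37C. Lysates were then assayed for phospho-KAP-1 by AlphaLISA (anti-pKAP1 donor, anti-KAP1 acceptor beads), 6 hr at 25C.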
Integrin act MD: activators of alpha7 integrin expression for muscular dystrophy; alpha7betagal myoblasts, beta-gal FDG fluorescence, 48 h; Potency, µM (doses to about 38.3 µM), for the others: at the top dose activation, actives largely listed as activators; 0.064% of 350,000 active; AID 624291;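 also: potency is read from the fitted curve at half-maximal effect; 100% = response of the positive control SU9516; nearly all actives have a fitted effect of over 60% in size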
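Alpha7betagal+/- myoblasts (passage 13) were plated 16-24 hr, then exposed to compounds (1:260 dilution of DMSO stock) for 48 hours at 37C. After MPER lysis, β-galactosidase reporter activity was read as FDG fluorescence (ex 480/em 540) after 30 minutes.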
PTAP TSG101 blk: blocks PTAP/TSG101 interaction to inhibit HIV-1 budding; Q99816; Fluorescence polarization, FITC-PTAP peptide / Tsg101 binding; Potency, µM (doses to about 115 µM), inactives show top-dose activity change, negative = inhibition, hits mostly inhibitors; 340,000 tested, under 10 active; AID 493005; active = well fitted inhibition curve with a large enough effect in the main read-out, with a control signal flat, not every such curve was filed as active; inconclusive = small, poorly fitted or top-dose-only effect, or effect the other way, or a change in a side signal; inactive = no such curve, though single readings can be large or run the other way; also: potency is read from the fitted curve at half-maximal effect; % of control where 0% means no effect
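Fluorescence polarization binding of Tsg101 binding domain (10 uM final) to FITC-labeled PTAP peptide (50 nM final) in HEPES pH 7.5 buffer with NaCl, Tween 20, EDTA, TCEP. Compounds added before peptide; binding 20 min at RT.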
S-ASM inh: blocks human secretory acid sphingomyelinase; P17405; placental ASM, HMU-PC fluorogenic substrate, 60 min; Potency, µM (top dose mostly 57.5 µM), inactives show top-dose activity change, negative = inhibition, hits mostly inhibitors; 0.006% of 340,000 active; AID 504937; also: potency is read from the fitted curve at half-maximal effect
Target sequence (P17405 47-631 limits assumed): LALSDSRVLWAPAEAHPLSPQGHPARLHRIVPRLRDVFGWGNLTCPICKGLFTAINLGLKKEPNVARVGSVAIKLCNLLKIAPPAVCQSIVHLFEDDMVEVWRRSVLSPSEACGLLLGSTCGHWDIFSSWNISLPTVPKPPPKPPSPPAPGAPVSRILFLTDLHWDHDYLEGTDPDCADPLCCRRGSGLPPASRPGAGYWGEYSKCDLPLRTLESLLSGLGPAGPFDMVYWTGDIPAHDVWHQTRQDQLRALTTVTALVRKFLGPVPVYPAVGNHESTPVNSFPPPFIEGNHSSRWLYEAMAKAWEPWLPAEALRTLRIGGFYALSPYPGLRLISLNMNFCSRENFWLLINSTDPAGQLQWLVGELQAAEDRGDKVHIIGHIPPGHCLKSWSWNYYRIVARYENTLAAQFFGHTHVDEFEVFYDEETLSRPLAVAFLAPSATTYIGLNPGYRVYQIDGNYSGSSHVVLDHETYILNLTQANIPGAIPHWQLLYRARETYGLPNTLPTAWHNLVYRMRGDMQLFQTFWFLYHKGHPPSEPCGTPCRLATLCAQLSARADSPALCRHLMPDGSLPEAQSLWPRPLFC
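Human placenta-derived ASM preincubated with compound 10 min at room temperature, then reacted with 9 uM (final) fluorogenic HMU-PC substrate for 60 min at 37 C. Stop solution raises pH to 10; fluorescence read at Ex 386/Em 447 nm.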
TCR act: activators of T cell receptors; primary human leukocytes, anti-CD3, IL-2 HTRF, 48 h; Potency, µM (titrated, usually from 9.22 µM), without a hit: at the top dose activation of IL-2 secretion, actives largely listed as activators; 330,000 tested, under 10 active; also: % of control where 0% means no effect
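Primary human leukocytes incubated 48 hr with anti-CD3 beads plus compound, without co-stimulation. Secreted IL-2 measured by HTRF (europium cryptate/d2 anti-IL-2 pair, 320 nm excitation, 665 nm emission).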
TSHR antag: antagonists of human thyroid stimulating hormone receptor. activity change, negative = inhibition, % at 11.5 µM. 0.2% of 330,000 active. AID 504810. P16473. TSHR-expressing cells, TSH-stimulated cAMP HTRF, 2 h; active compounds read low;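 active = activity change below a set negative limit, meaning inhibition stronger than a set level, cut at about -70% in these data; inconclusive = activity change between two set negative limits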; also: % is scaled to controls: 0 for no effect and ±100 for the full control effect
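Cell-based HTRF cAMP assay; TSHR cells + compound, TSH EC80 (4nM final), 2 h, 37 deg C. Lysis with anti-cAMP cryptate and cAMP-d2, 30 min RT, read 665/620 nm.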
Tb PFK inh: T. brucei PFK enzyme inhibition | 0.17% of 330,000 active | AID 485367 | T. brucei PFK, ADP-Glo luminescence | O15648 | Potency, µM (doses to about 57.5 µM), inactives show at the highest dose activity, negative = inhibition, hits mostly inhibitors;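 also: potency is read from the fitted curve at half-maximal effect; 0% = uninhibited 1x PFK enzyme wells and -100% = no-enzyme wells; nearly all actives have a fitted effect of over 60% in size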
Target sequence (O15648 whole entry, looked up): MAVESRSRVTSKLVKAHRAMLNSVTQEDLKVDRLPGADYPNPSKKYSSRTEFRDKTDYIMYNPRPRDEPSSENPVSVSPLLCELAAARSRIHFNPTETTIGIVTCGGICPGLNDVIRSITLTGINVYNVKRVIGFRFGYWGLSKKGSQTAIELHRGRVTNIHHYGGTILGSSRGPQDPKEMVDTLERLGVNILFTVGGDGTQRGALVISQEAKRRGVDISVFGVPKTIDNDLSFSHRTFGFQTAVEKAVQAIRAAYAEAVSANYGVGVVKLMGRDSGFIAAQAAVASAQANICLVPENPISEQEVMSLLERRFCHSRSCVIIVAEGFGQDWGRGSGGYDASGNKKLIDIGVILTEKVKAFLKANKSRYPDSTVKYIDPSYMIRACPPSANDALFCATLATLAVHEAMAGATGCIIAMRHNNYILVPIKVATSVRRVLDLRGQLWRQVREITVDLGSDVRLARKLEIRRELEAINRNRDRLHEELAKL
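In TEA buffer at pH 8.0 with 5 mM MgCl2, enzyme (1.25 nM) converted F6P (0.5 mM) and ATP (0.1 mM) for 45 min at room temperature. ADP product was read by luciferase luminescence.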
Active calls of the source: *; ? = inconclusive; / = not tested or not shown; [ ] = remark or other dose. Unless noted, calls follow the shape of the dose curve; as a rule, active = well fitted curve in the direction sought with a large enough effect; inconclusive = small, poorly fitted or top-dose-only effect, or another doubt; inactive = no such curve, though single readings can be large; an effect the other way counts as inactive or inconclusive. Random draw from the library; overall some 3.2% were active at least once.

Each structure is followed by: Mito fusion yeast	ELG1 repair inh	Eya2 phos inh	Chronic BCR inh	AT treatment	Integrin act MD	PTAP TSG101 blk	S-ASM inh	TCR act	TSHR antag	Tb PFK inh
1: Cc1ccc(N(CC(=O)NC(C)(C)C)C(=O)CS(=O)CC(=O)Nc2ccc3c(c2)OCO3)cc1 (centres undefined)
 : ?	-7.0%	-10.7%	3.2%	1.9%[11.5 µM]	-20.9%	-0.6%	-0.7%	-1.0%	1.2	-4.1%
2: C#CCOCCOCCOCCNc1nc(N2CCN(C(=O)[C@H]([C@@H](C)CC)n3cc([C@@H](N)CC(C)C)nn3)CC2)nc(N2CCN(C(=O)[C@H](Cc3ccc(O)cc3)n3cc([C@@H](N)C(C)CC)nn3)CC2)n1 (some centres undefined)
 : 2.7%	16.7%	4.5%	3.3%	-0.7%	10.9%	-4.4%	6.1%	4.7%	0.5	-3.0%
3: O=C(c1n[nH]c(=O)c2ccccc12)N1CCN(c2ccc(F)cc2)CC1
 : -5.8%	?	-5.1%	0.5%	2.2%	-6.4%	-3.4%	-1.7%	4.6%	-8.2	3.4%
4: CCOC(=O)c1sc(NC(=O)c2c(OC)cccc2OC)nc1C
 : -0.5%	1.7%	-15.4%	?	9.5%	11.7%	-1.6%	-1.0%	0.6%	0.0	3.9%
5: Cc1cc(NCc2cccnc2)no1
 : 1.6%	-1.0%	-7.3%	-16.1%	15.7%	19.2%	-1.4%	5.2%	-8.1%	15.5	-1.1%
6: Cc1cccc(N2CCN(C(=O)C3CCN(S(=O)(=O)c4cccc5nsnc45)CC3)CC2C)c1 (centres undefined)
 : 0.8%	?	-16.6%	?	0.3%	-38.1%	-1.5%	-5.5%	-1.1%	-15.8	-5.0%
7: Cc1cccc(OCc2nnc(SCC(=O)Nc3ncc(C)s3)o2)c1
 : -2.2%	-4.5%	6.6%	6.6%	-4.4%	4.3%	-9.4%	-0.4%	1.1%	-7.0	-9.8%
8: N#Cc1ccc(CSc2nnc(-c3ccccc3)n2Cc2ccco2)cc1
 : 1.8%	-6.5%	4.6%	8.5%	-2.9%	17.0%	0.0%	3.0%	-7.1%	20.1	-1.2%
9: Cc1ccc2oc(C(=O)N3CCCCCC3)c(C)c2c1
 : -6.9%	?	-2.1%	?	3.8%	44.5%	-10.6%	4.9%	-4.5%	?	2.5%
10: O=C(CN(Cc1ccccc1Cl)C(=O)CCC(=O)Nc1nccs1)NCC1CCCO1 (centres undefined)
 : -5.2%	-6.5%	4.0%	-4.8%	-2.8%	29.9%	-0.4%	1.2%	5.0%	1.3	1.7%
11: COc1ccc(NC(=O)c2ccc(NC3CC(=O)N(c4ccc(C)cc4C)C3=O)cc2)cc1 (centres undefined)
 : -2.1%	?	-9.2%	-20.9%	-5.6%	-2.3%	-1.0%	1.9%	3.0%	-2.8	0.1%
12: CC12CCC(C/C1=N/NC(=O)COc1ccccc1Cl)C2(C)C (centres undefined)
 : -6.5%	-28.7%	-21.3%	-7.0%	-3.7%	5.3%	-4.6%	5.0%	-3.6%	-1.1	0.8%
13: Cc1cc(C)nc(/N=C(\N)Nc2cccc(OCc3ccccc3)c2)n1
 : 0.8%	20.6µM*	1.3%	?	-5.4%	-62.0%[inhibitor]	-2.3%	-3.0%	3.9%	3.4	-2.9%
14: C=CCNC(=O)C1CCN(C(=O)c2ccc(-c3ccccc3)cc2)CC1
 : 4.9%	-8.5%	-12.6%	-5.9%	-1.4%[11.5 µM]	-3.4%	-4.0%	2.8%	-3.1%	18.0	-7.7%
15: Cc1ccc(Sc2ncccc2COC(=O)Nc2c(C)cccc2C)cc1
 : 1.4%	-16.3%	-26.8%	-16.3%	4.2%	-37.0%	-5.0%	-8.9%	-10.4%	2.8	-4.5%
16: CCCCNC(=O)c1onc(CSc2ccccc2)c1C(=O)NCCCC
 : ?	-6.1%	2.0%	-1.0%	-6.4%	7.6%	-5.6%	-8.4%	-7.7%	-10.6	0.0%
17: COc1ccc(-c2nc(C#N)c(NCc3ccccc3Cl)o2)cc1OC
 : -0.5%	-9.1%	-2.1%	?	-6.4%	-11.1%	-1.7%	5.8%	0.8%	-0.9	-4.2%
18: CC1(C)CC(=O)C2=C(C1)N=c1s/c(=C/c3ccc(F)c(F)c3)c(=O)n1C2c1ccc(F)cc1 (centres undefined)
 : -6.2%	-1.1%	11.2%	-3.0%	-4.6%	12.8%	-4.1%	0.8%	-5.8%	-1.5	0.0%
19: CS(=O)(=O)Nc1ccc(C(=O)NC2CCCCC2)cc1
 : -11.4%	12.2%	-1.1%	-0.1%	2.1%	-10.2%	0.4%	1.3%	0.9%	2.9	1.3%
20: Cc1nc(-c2cccc(Br)c2)ccc1C(=O)O
 : -3.2%	?	-4.8%	?	0.3%	-16.0%	1.6%	-0.6%	/	8.0	-2.3%
21: COc1ccc(NC(=O)Nc2ccc(OCC(=O)N3CCOCC3)cc2)cc1OC
 : 0.2%	9.4%	9.0%	1.1%	8.6%	27.5%	-6.7%	0.5%	7.6%	1.2	0.3%
22: Cc1onc(-c2c(Cl)cccc2Cl)c1C(=O)Nc1ccc2c(c1)OCO2
 : 0.0%	-2.5%	12.1%	-7.7%	3.7%	-12.7%	-12.9%	-2.1%	5.1%	-0.2	-1.9%
23: C=CCn1c(=S)[nH]c2cc(C(=O)Nc3ccc(F)cc3)ccc2c1=O
 : -11.4%	8.6%	-3.7%	?	-6.9%	-53.1%[inhibitor]	2.1%	-3.0%	-6.9%	-10.2	1.1%
24: Cc1nc(N2CCOCC2)nc2c1CCCC2
 : -2.3%	?	9.6%	?	-2.6%	7.8%	1.3%	-0.3%	14.7%	2.4	0.2%
25: CC(C)(C)NC(=O)Cn1c(=O)c(=O)n(Cc2ccccc2)c2ccc(Cl)cc21
 : -2.6%	2.1%	-7.6%	-0.3%	-2.0%	-4.9%	-1.0%	-3.9%	-7.0%[46.1 µM]	11.6	0.0%
26: O=C(O)Cc1ccc(Oc2ncc(C(F)(F)F)cc2Cl)cc1
 : -8.6%	7.2%	12.5%	3.7%	-1.2%	11.8%	-4.1%	6.1%	-6.4%	10.7	-5.0%
27: O=C(O)c1ccc(CNC(=O)c2ccccc2NC(=O)c2cccc([N+](=O)[O-])c2)cc1
 : 2.8%	-12.0%	6.9%	?	-3.1%	19.4%	-0.2%	5.8%	0.6%	4.7	-4.5%
28: CC1(C)CC(NC(=O)c2ccc(Br)o2)CC(C)(C)N1
 : 1.1%	6.6%	4.1%	3.1%	-14.3%	16.2%	-2.7%	6.8%	2.4%	24.6	-0.4%
29: COc1cccc(-n2c(C)nnc2SCC(=O)Nc2ccccc2N2CCOCC2)c1
 : -1.9%	1.6%	-23.9%	-0.7%	-5.3%	-2.1%[7.66 µM]	-2.1%	6.1%	-0.3%	-3.6	-0.1%
30: CC1(C)C2CC=C(/C=N/NC(=S)NCCc3ccccc3)C1C2 (centres undefined)
 : 14.6%	?	-7.1%	-7.3%	0.1%	-47.1%[inhibitor]	-0.8%	-4.3%	-7.6%	0.9	-20.9%
31: O=C(N/N=C/c1ccc(OC(F)F)cc1OC(F)F)c1cccc(S(=O)(=O)N2CCOCC2)c1
 : -1.9%	-28.8%	8.1%	-5.3%	5.7%	-13.5%	-6.3%	-13.3%	/	5.5	3.5%
32: CCN(CC)CCNC(=O)C(=O)NCC1OCCN1S(=O)(=O)c1ccc([N+](=O)[O-])cc1 (centres undefined)
 : -2.3%	-3.8%	3.3%	-1.0%	-3.3%	-18.8%	-3.8%	-2.0%	4.8%[46.1 µM]	-0.2	10.3%
33: Cc1ccc(CN2CC(C(=O)N3CCN(S(=O)(=O)c4ccc(C(C)C)cc4)CC3)CC2=O)cc1 (centres undefined)
 : 0.7%	11.6µM*	-27.0%	10.5%	5.1%	-0.7%	-3.9%	-2.5%	0.4%	-6.9	-0.4%

Assay outcomes deposited in PubChem by National Center for Advancing Translational Sciences (NCATS).
